RBX1-CUL1 inh: inhibitors of human ROC1-CUL1 ubiquitin ligase activity; P62877+Q13616; in vitro K48 di-Ub FRET, acceptor:donor ratio, 45 min; inhibition, % at 10 µM; actives 0.6% (n = 140,000); in the data active = inhibition above about 25%
Target sequence (P62877 whole entry, looked up): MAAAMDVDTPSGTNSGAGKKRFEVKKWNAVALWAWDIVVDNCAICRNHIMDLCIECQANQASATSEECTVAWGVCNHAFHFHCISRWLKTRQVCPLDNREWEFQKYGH
Target sequence (Q13616 whole entry, looked up): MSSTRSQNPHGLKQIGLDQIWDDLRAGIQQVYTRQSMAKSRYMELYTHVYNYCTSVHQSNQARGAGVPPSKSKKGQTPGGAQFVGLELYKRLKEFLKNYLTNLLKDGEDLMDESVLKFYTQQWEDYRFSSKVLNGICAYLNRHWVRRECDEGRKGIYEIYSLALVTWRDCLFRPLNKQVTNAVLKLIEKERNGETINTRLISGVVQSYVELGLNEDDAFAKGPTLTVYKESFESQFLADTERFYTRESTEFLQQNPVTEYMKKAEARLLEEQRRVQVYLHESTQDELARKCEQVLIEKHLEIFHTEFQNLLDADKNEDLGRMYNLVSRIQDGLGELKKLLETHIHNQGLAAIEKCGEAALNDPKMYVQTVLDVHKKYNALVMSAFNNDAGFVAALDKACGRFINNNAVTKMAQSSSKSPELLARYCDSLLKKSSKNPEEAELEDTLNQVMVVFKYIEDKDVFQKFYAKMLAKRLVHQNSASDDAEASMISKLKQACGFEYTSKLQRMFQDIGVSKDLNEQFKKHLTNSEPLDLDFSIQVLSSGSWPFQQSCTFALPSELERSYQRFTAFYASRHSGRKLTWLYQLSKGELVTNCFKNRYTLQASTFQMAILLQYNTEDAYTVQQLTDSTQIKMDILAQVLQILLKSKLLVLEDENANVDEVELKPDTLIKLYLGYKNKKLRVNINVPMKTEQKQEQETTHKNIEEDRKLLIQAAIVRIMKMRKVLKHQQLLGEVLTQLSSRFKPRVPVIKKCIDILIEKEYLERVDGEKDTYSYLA
Active calls of the source: *. An excerpt; the hit share may differ from the screen's.

RBX1-CUL1 inh	Compound
6.3	CCOC(=O)C(NS(=O)(=O)c1ccccc1)(C(F)(F)F)P(=O)(OCC(C)C)OCC(C)C (stereo not given)
-8.2	Cc1ccc(Nc2nc(=O)c(C)cs2)cc1
3.3	CC1CCCC1OCC(O)CN1CCN(CCO)CC1 (stereo not given)
-2.9	COc1ccccc1NS(=O)(=O)c1ccc(Oc2ccccc2C)cc1
-2.2	C#CCN1N=C(c2cc(Cl)sc2Cl)CSC1=O
-3.1	CCOc1ccccc1N1CC(c2nc3ccccc3n2CCOc2ccccc2OC)CC1=O (stereo not given)
2.3	CC1CC(C)CN(CC(=O)Nc2cccc3ccccc23)C1 (stereo not given)
-1.4	CSc1ncc(CN2CCCC(CCC(=O)N(C)C3CCN(C)CC3)C2)cn1 (stereo not given)
-13.7	O=C1CC(n2nnn(-c3ccccc3Cl)c2=S)C2COC1O2 (stereo not given)
5.8	O=C(O)c1c(-c2ccccc2)oc(-c2ccccc2)c1C(=O)O
1.8	CCCS(=O)(=O)c1c(S(=O)(=O)CCC)c2cc(C(C)(C)C)ccn2c1C(=O)c1ccc(OC)c(OC)c1
4.2	CCCCCSc1nnc2c(n1)OC(c1ccc(OCCC)cc1)N(C(C)=O)c1ccccc1-2 (stereo not given)
0.9	CCOc1ccc(CNC(=O)c2cnc3sc(N(CC)CC)nn3c2=O)cc1
3.6	O=C1CC(c2cccs2)Cc2nc(N3CCN(CCO)CC3)ncc21 (stereo not given)
-0.8	Cc1ccc2occ(-c3cc(-c4ccccc4)nc4c3COc3ccccc3-4)c(=O)c2c1
6.9	CCCCc1ccc(OCC(=O)N/N=C/c2cc(Cl)ccc2[N+](=O)[O-])cc1
5.3	O=C(CSc1nc2ccccc2s1)N/N=C/c1ccccc1F
3.6	C=C(Br)Cn1c(-c2ccc(OC)c(OC)c2)nc2ccccc21
-10.8	O=C1C2CCCN2C(=O)N1CCCN1CCN(c2cccc(Cl)c2)CC1 (stereo not given)
9.0	Cc1cc(CC2=NC(=O)NC2=O)c(C)n1-c1ccc(C23CC4CC(CC(C4)C2)C3)cc1
6.7	CN(C)c1nc2nccnc2c(=O)n1C
-2.2	COc1ccc(C(=O)NCc2cc3ccccc3[nH]2)cc1COc1cccc(Cl)c1Cl
0.0	Cc1c(Cl)cccc1NC(=O)CN1C(=O)COc2ccc(S(=O)(=O)Nc3ccccc3)cc21
-14.6	CC(C)(C)NS(=O)(=O)Cc1cccc(Cl)c1
2.0	Cc1ccc(-c2c3c(=O)n(C)c(=O)n(C)c3c3n2-c2ccccc2NC3c2ccc(C)cc2O)cc1 (stereo not given)
6.6	CCC(Sc1nnc(-c2ccc(C)cc2)n1C)C(=O)Nc1ccc(C(C)=O)cc1 (stereo not given)
5.0	CN(C(=O)c1ccc(NC(=O)c2ccco2)cc1)C1CCCCC1
3.0	Cc1cccc(NC(=O)c2ccc(Cl)cc2)c1C
-1.1	COc1cc(C(=O)Nc2ccc(NC(=O)c3ccc(Br)cc3)cc2)cc(OC)c1OC
-1.7	COc1cccc(-n2c(Cn3nc(C(F)(F)F)cc3C)n[nH]c2=S)c1
7.0	CCOc1ccccc1NC(=O)CN(C1CCCCC1)S(C)(=O)=O
0.7	CC#CC(=O)N1CCC(n2nccc2NC(=O)CC(C)C)CC1
1.2	Cn1ncc2nc(SCC(=O)Nc3ccc(Br)cc3F)n(Cc3ccccc3)c(=O)c21
1.5	Cc1cccc(NC(c2ccccn2)c2ccc3ccc(C)nc3c2O)n1 (stereo not given)
6.2	Cc1nc2ccn(Cc3ccco3)c(=O)c2cc1C(=O)NCc1ccc(Cl)cc1
-12.6	CC(SCc1ccccc1)C(=O)N/N=C/c1ccc(OCC#N)cc1 (stereo not given)
-4.6	CC(C)Oc1cccc(C(=O)Nc2ccc3oc(-c4cccc(Cl)c4)nc3c2)c1
-6.8	Cc1oc(-c2ccc(C(=O)NCc3ccccc3F)cc2)nc1COc1ccccc1
2.1	Cc1ccc(C(=O)NNC(=O)CCC(=O)NNC(=O)c2ccc(C)cc2)cc1
-0.9	CCOc1ccc(CCN2C(=O)NC(=O)C3C2=NC(c2ccccc2)=NC3(C(F)(F)F)C(F)(F)F)cc1OCC (stereo not given)
2.7	CC1(C)CN=C(N(C(=O)Nc2ccccc2)c2ccc(OC(F)(F)Cl)cc2)S1
5.3	CCCCNC(=O)c1nnn(-c2ccccc2Cl)c1C
3.0	CCc1noc(C)c1C(=O)Nc1cc(C(C)(C)C)ccc1OC
7.9	CCOc1ccc(S(=O)(=O)Nc2ccc3c(c2)N(C(C)=O)CCC3)cc1
0.2	COc1ccc(Cl)cc1NC(=O)COc1ccc(S(=O)(=O)NC(C)C)cc1
0.8	Cc1cccc(N2CCN(C(=O)c3ccc(Br)o3)CC2)c1C
4.8	COCc1ccc(CN2CCC(CO)(Cc3cccc(OC)c3)CC2)o1
-5.4	COc1cccc(OC)c1C(=O)NCc1ccccc1

Some of the entries so far, as labelled records.
> CCCS(=O)(=O)c1c(S(=O)(=O)CCC)c2cc(C(C)(C)C)ccn2c1C(=O)c1ccc(OC)c(OC)c1
  RBX1-CUL1 inh: 1.8

> CCCCCSc1nnc2c(n1)OC(c1ccc(OCCC)cc1)N(C(C)=O)c1ccccc1-2 (stereo not given)
  RBX1-CUL1 inh: 4.2

> CCOc1ccc(CNC(=O)c2cnc3sc(N(CC)CC)nn3c2=O)cc1
  RBX1-CUL1 inh: 0.9

> O=C1CC(c2cccs2)Cc2nc(N3CCN(CCO)CC3)ncc21 (stereo not given)
  RBX1-CUL1 inh: 3.6

The listing continues.
RBX1-CUL1 inh	Compound
-3.7	O=C(CSc1nc2ccccc2o1)N1CCN(c2ccc(F)cc2)CC1
6.7	O=C1/C(=C/c2ccccc2)CCC/C1=C\c1cccs1
0.9	O=C(NC(=S)Nc1ccccc1)C(c1ccccc1)c1ccccc1
-2.6	CCN(CC)c1nn2c(=O)c(C(=O)NCc3ccccc3Br)cnc2s1
-7.3	Cc1cc(N)ccc1-n1nc2ccccc2n1
0.0	CCC(C)(C)C1CCc2[nH]nc(C(=O)N/N=C\c3ccc(F)cc3)c2C1 (stereo not given)
-5.3	Cc1cccc(C(=O)Oc2cccc(NC(=O)Cc3nn(C)c(=O)c4ccccc34)c2)c1
1.8	O=S(=O)(Nc1cccc(N2CCC(NC3CCc4ccccc43)CC2)c1)c1ccc(F)cc1 (stereo not given)

In the list so far, five contain bromine.
RBX1-CUL1 inh	Compound
3.6	C=C(Br)Cn1c(-c2ccc(OC)c(OC)c2)nc2ccccc21
-1.1	COc1cc(C(=O)Nc2ccc(NC(=O)c3ccc(Br)cc3)cc2)cc(OC)c1OC
1.2	Cn1ncc2nc(SCC(=O)Nc3ccc(Br)cc3F)n(Cc3ccccc3)c(=O)c21
0.8	Cc1cccc(N2CCN(C(=O)c3ccc(Br)o3)CC2)c1C
-2.6	CCN(CC)c1nn2c(=O)c(C(=O)NCc3ccccc3Br)cnc2s1

The results go on.
RBX1-CUL1 inh	Compound
-5.3	CC(C)(C)OC(=O)NNC(=O)c1cccc(Br)c1
1.1	CCC(C)NC(=O)CN1Cc2ccccc2OC(c2ccccc2OC)C1 (stereo not given)
-1.0	CCOC(=O)C(NC(=O)c1ccncc1)(Nc1sc2c(c1C#N)CCCC2)C(F)(F)F (stereo not given)
11.7	NC(=O)C(Cc1ccc2c(c1)OCO2)=NC(=O)c1ccc(Br)o1
1.4	Cc1ccc(CCNC(=O)CCN2N=C(c3ccc(C)cc3)CCC2=O)cc1
3.5	O=C(c1cc(Cl)ccc1Cl)c1c[nH]cc1-c1ccccc1
2.8	COc1ccc(CNC(=O)c2ccc(-c3nc(CS(=O)c4ccc(C)cc4)c(C)o3)cc2)cc1 (stereo not given)
-1.5	CCc1cccc(CC)c1NC(=O)c1sc2nc(-c3ccc(C)cc3)cc(-c3ccccc3)c2c1N
-5.9	Cc1ccccc1Oc1cc(-n2ncc3c2CCCC3=O)ncn1
-1.5	CCNc1ccccc1C(=O)OC(C(=O)c1ccc(OC)cc1)c1ccccc1 (stereo not given)
8.3	Cc1[nH]ncc1C(=O)NCc1cccnc1N1CCOCC1
-5.2	COc1ccccc1N=CC1Sc2ccccc2C1=S (stereo not given)
-1.7	C[S@](CC(=O)O)=c1c(=O)c2ccccc2c1=O
-3.2	CN1CCN(C(=O)c2coc(COc3cccc(F)c3)n2)CC1
-6.9	CC(=S)Nc1ccc2c(c1)ncn2-c1ccccc1C
-0.3	Nc1ncc(-c2nnnn2-c2ccc(F)cc2)c(C(F)(F)F)n1
5.1	Cn1cc(-c2ccnc(NCc3ccc4c(c3)OCCCO4)n2)cn1
-14.5	CCOc1ccc(Nc2cc(C)nc3nncn23)cc1
-5.9	N#CC1C=C(OC(=O)c2ccccc2)c2ccccc2N1C(=O)c1ccccc1 (stereo not given)
7.9	CCOC(=O)C1(Cc2cccc(Cl)c2)CCCN(Cc2ccon2)C1 (stereo not given)
-4.2	CCOc1ccc(Br)cc1C(=O)Nc1ccc(C(=O)NCC(C)C)cc1
-4.9	CCOC(=O)c1c(C)oc2nc(C)nc(NCc3cccc(OC)c3)c12
4.6	COC(=O)c1c(NC(=O)C(F)(F)F)sc(C)c1-c1ccccc1
-1.0	CCN1C(=O)N=C(Cc2cc(Cl)ccc2OC)C1=O
10.5	COc1ccc(CNC(=O)Cn2c(SCC(=O)Nc3ccc(C)c(C)c3)nc3ccccc32)cc1
9.8	O=C(NCc1ccc(F)cc1)c1cc2c(s1)-c1ccccc1SC2
-9.7	Cc1ccc2cc(C#N)c(SCC(=O)NNC(=O)Cc3ccccc3)nc2c1
7.1	O=C(O)CCCNS(=O)(=O)c1ccc(Br)s1
-5.2	CC1CC(=O)C2=C(C1)OC(=N)C(C#N)C2c1ccc(Cl)cc1 (stereo not given)
-3.3	CCC1CCc2c(sc(NC(=O)CCCC(=O)O)c2C(=O)OC)C1 (stereo not given)
7.4	CCOc1ccc(Nc2nc(C)c(NC(=O)c3ccc(C)cc3)c(Nc3ccc(OCC)cc3)n2)cc1
-0.7	CC(=O)Nc1ccc(NC(=O)c2cc(-c3cccs3)on2)cc1
-5.8	Cc1cccc(OCC(=O)NCC2(N3CCN(C)CC3)CCCCC2)c1C
-3.0	CCN(CC)CCSc1nnc2c3cc(F)ccc3n(CC)c2n1
3.8	Cc1ccc(CNC(=O)Cc2csc3ccccc23)cc1
-0.1	CS(=O)(=O)N(CC(=O)Nc1ccccc1C(F)(F)F)Cc1ccccc1
-0.2	CCCCNc1ccc(-c2nc(-c3ccncc3)no2)cc1[N+](=O)[O-]
-6.7	O=C1c2ccccc2N=C2CCCCCCCCCCC12 (stereo not given)
14.1	Cc1ccccc1S(=O)(=O)Nc1nc2c(Cl)cccc2s1
0.4	C=CCn1c(=O)c2c(nc3n(-c4ccccc4O)c(C)c(C)n23)n(C)c1=O
0.3	Cc1cccc(CNC(=O)C2CCN(c3nn4cc(-c5ccc(F)cc5)nc4s3)CC2)c1
-5.3	CCOc1ccc(Nc2cc(C)nc3nc(Cc4ccc(Cl)cc4)nn23)cc1
65.3*	Nc1nc(N)c2c(F)c(N)ccc2n1
-1.9	CCCCOC(=O)C1=C(C)N(C)C(=O)NC1c1cc(OC)ccc1OC (stereo not given)
1.5	O=C(NC1CCCCC1)c1ccc2c(c1)C(=O)N(c1ccccc1-c1ccccc1)C2=O
5.4	Cc1ccc(NC(=O)C(Cc2c[nH]c3ccccc23)NC(=O)OCc2ccccc2)cc1 (stereo not given)
-2.9	O=C1S/C(=C/c2ccc(Cl)s2)C(=O)N1c1ccccc1
-1.3	CCN1CCC(N2CCC(n3nccc3NC(=O)c3ccc4c(c3)OCO4)CC2)CC1
-4.8	COC(=O)c1cc(CNC(=O)C2CCC2)cc(NS(=O)(=O)c2cccc(C(F)(F)F)c2)c1
-10.8	COC(=O)c1ccc(NC(=O)CC2Sc3ccccc3NC2=O)cc1 (stereo not given)
-3.2	COc1cc(C2C(C(=O)c3ccc4c(c3)CC(C)O4)C(=O)C(=O)N2CC2CCCO2)ccc1OCc1ccccc1 (stereo not given)
5.1	CN(C)CCCC1(O)c2ccccc2C2(CC2)c2ccccc21
3.0	COc1ccc(OC)c(C(=O)c2ccc(C(=O)Nc3ccc(Br)c(C)c3)cc2)c1
-4.4	CCCCCCCC1=NC(=O)CN(C(C)=O)C1=O
0.9	Cc1ccc(CNC(=O)c2ccc(CN3CC(=O)N4CCCCC4C3=O)cc2)cc1 (stereo not given)
7.3	CC(=O)Nc1cccc(NC(=O)Cn2cnc3c(oc4ccccc43)c2=O)c1

(list continues)
RBX1-CUL1 inh	Compound
0.0	O=C(c1nn2c(c1Br)NC(c1cccs1)CC2C(F)(F)F)N1CCCCC1 (stereo not given)
13.9	CCOC(=O)c1cccc(NC(=O)CCNS(=O)(=O)c2cccc3nonc23)c1
0.8	Cn1c(=O)oc2cc(S(=O)(=O)NC(Cc3ccccc3)C(=O)NCc3ccccc3Cl)ccc21 (stereo not given)
-5.8	O=C(O)C1Cc2ccccc2CN1S(=O)(=O)c1cccs1 (stereo not given)
13.6	CC(C)OC(=O)c1c(NC(=O)CCC(=O)O)sc2c1CCCCCCCCCC2
-16.1	COc1ccc(Br)cc1CNC(=O)c1ccc2c(c1)nc1n2CCCCC1
-4.6	Cc1cc(Cl)c(S(=O)(=O)Nc2cccnc2Cl)cc1OCC(N)=O
-2.1	COC(=O)c1cc(N=CC2C(=O)NC(=O)N(c3ccc(Cl)cc3)C2=O)ccc1Cl (stereo not given)
2.1	COc1ccc(C2C3C(=O)CCCC3=NC3=NC(=S)N=C(N)C32)cc1 (stereo not given)
-0.2	O=C(c1coc(COc2ccc3ncccc3c2)n1)N1CCCC1c1ccccn1 (stereo not given)
4.4	O=C(Nc1cnn(Cc2ccc(F)cc2)c1)C1CC1c1ccccc1 (stereo not given)
-11.9	Cc1ccc(CC2(CCC(=O)N3CCCC(OCc4ccccc4)C3)CCC(=O)N2)cc1 (stereo not given)
1.5	COc1ccccc1CN1CCCC(CN(CCN(C)C)C(=O)c2cscn2)C1 (stereo not given)
